Screening results as filed in PubChem.
H9c2 TAG inh: triacylglycerol accumulation inhibition; H9c2 cells, Nile Red lipid (TAG) fluorescence; cells loaded with 200 µM oleic acid; inhibition, % at 12.5 µM; 230,000 tested, 0.66% active;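 active = pattern-corrected inhibition of lipid staining of at least 50% with the nuclear-stain viability signal not falling by more than 50%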;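 note: 0% = DMSO wells and 100% = triacsin C control wells; some results filed as inactive read as strong as hits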
H9c2 TAG inh DAPI viability: further read-out of H9c2 TAG inh, marked with its call; DAPI nuclei signal change (viability), lower = more cytotoxic, %;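 whole-well DAPI fluorescence read on a plate reader as a viability signal; minus 50 percent equals half of cells still viable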
* marks the source's active call; other numbers are inactive results.

SMILES	H9c2 TAG inh	H9c2 TAG inh DAPI viability
CCOC(=O)c1c(NC(=O)CN2C(=O)N(C)C3(CCCCC3)C2=O)sc(C(=O)N(C)C)c1C	17	0
CC1CC(C)CN(Cc2nc3c(c(=O)n(C)c(=O)n3C)n2CCN2CCOCC2)C1 (configuration not stated)	-7	-1
O=C1CC(SC(=Nc2ccccc2)Nc2ccccc2)C(=O)N1c1cccc2ccccc12 (configuration not stated)	17	-10
CCn1c(/C=C/c2c[nH]c3ccccc23)nc2ccccc2c1=O	-5	16
COc1ccc(C(=O)C2CCCN(Cc3ccc4nonc4c3)C2)c(C)c1 (configuration not stated)	-5	-2
O=C(CN1CCOCC1)Nc1cccc(S(=O)(=O)N2CCCCCC2)c1	3	0
C#CCN(C(=O)c1cc(COc2ccc(C)c(C)c2)on1)C1CCCCC1	-11	0
CCOc1ccccc1NC(=O)Cn1c(=O)n(CCC(=O)NC2CCCC2)c(=O)c2ccccc21	-4	-7
Cc1cc(C)n2nc(SCC(=O)NC(=O)c3ccccc3)nc2n1	4	-5
Cc1ccccc1C(=O)OC1OC(=O)C(Cl)=C1Nc1ccc(C(=O)O)cc1 (configuration not stated)	-31	-8
CCN(CC)S(=O)(=O)c1cccc(NC(=O)COC(=O)C2=COCCO2)c1	11	-1
O=C(O)Cc1ccc2c(c1)N(S(=O)(=O)c1cccs1)CC(C(=O)O)O2 (configuration not stated)	-2	-1
COc1ccc(C(=O)N2CCCC(CCC(=O)NCc3ccc(F)c(F)c3)C2)cc1F (configuration not stated)	1	6
Cc1cc(NC(=O)CSCC(=O)N(C)Cc2c(F)cccc2Cl)no1	4	0
CCCCn1c(N)c(N(CCOC)C(=O)C2CCN(S(=O)(=O)c3ccc(C)cc3)CC2)c(=O)[nH]c1=O	9	-4
O=C(COC(=O)CN1C(=O)C2CC=CCC2C1=O)Nc1cccc([N+](=O)[O-])c1 (configuration not stated)	11	1
CCOC(=O)C1CCN(C(=O)/C=C/c2ccccc2OC)CC1	-8	8
CC(=O)NS(=O)(=O)c1ccc(NC(=O)c2ccccn2)cc1	6	-9
Cc1cn([C@H]2C[C@H](O)[C@@H](CNCc3ccccc3OCCCN3CCOCC3)O2)c(=O)[nH]c1=O	4	-5
Cc1nonc1NC(=O)CSc1nnc(-c2ccoc2C)n1-c1cccc(Cl)c1	-10	0
O=C(O)c1ccc(NC(=O)c2ccccc2Br)c(NC(=O)c2ccccc2Br)c1	6	-9
Cc1noc(NS(=O)(=O)c2ccc(N/C=C\C(=O)c3ccccc3)cc2)c1C	-13	17
O=C(COC(=O)c1cccs1)NCCCc1ccccc1	-1	-3
COc1ccc(-c2nc(C#N)c(N3CCC(C(N)=O)CC3)o2)cc1	0	-2
O=C(CCCNS(=O)(=O)c1cccc2nsnc12)N1CCCCC1	7	8

Next results follow.
SMILES	H9c2 TAG inh	H9c2 TAG inh DAPI viability
CC(C)C[C@H]1CNC(=O)C(=O)N1C[C@H](C)NC(=O)Cc1ccccc1	11	-3
Cc1cc(Cl)ccc1NC(=O)COC(=O)c1cc([N+](=O)[O-])ccc1N1CCOCC1	-66	4
CCN(C(=O)CSc1nnc(Cn2nnc3ccccc32)o1)c1nc(-c2ccccc2)cs1	-8	6
O=C(COC(=O)c1ccco1)Nc1cccc(S(=O)(=O)N2CCCCC2)c1	10	0
COc1ccc(NC(=O)CN(C)C(=O)c2ccccc2SCC(=O)N2CCCC2)cc1	-1	-7
Cc1noc(C)c1S(=O)(=O)Nc1cc(C(F)(F)F)ccc1N1CCOCC1	0	10
CCOC(=O)C1C(C(=O)Nc2cccc(C(F)(F)F)c2)C1C(=O)NC(C)C (configuration not stated)	-3	3
COc1ccc(OC)c(N/C(C)=C/C(=O)c2ccncc2)c1	3	-9
CSc1nn2c(C(F)(F)F)cc(C(F)(F)F)nc2c1C(N)=O	-1	7
COc1cc(N)ccc1Cc1ccc(N)cc1OC	-9	1
COc1ccccc1S(=O)Cc1ccc(C(=O)NCCc2ccc(Cl)cc2)o1 (configuration not stated)	1	3
COCCNC(=O)C1CCCN(Cc2ccc(C#N)cc2)CC1 (configuration not stated)	14	2
Cc1ccc(NC(=O)c2ccccc2F)nc1	0	1
COc1ccc(-n2c(=O)c3ccccc3n(Cc3ccccc3F)c2=O)cc1OC	2	-3
O=C(CN1CCN(c2cccc(C(F)(F)F)c2)CC1)Nc1cccc(C(F)(F)F)c1	-1	2
Cc1ccc([C@@H]2CC=C(C(=O)O)[C@H](c3cccc(Cl)c3)N2S(=O)(=O)c2ccccc2C)cc1	-1	10
Cc1cc(C(=O)CSc2nnc(-c3ccc4c(c3)OCO4)o2)c(C)n1-c1ccc(F)cc1	-3	-1
CCS(=O)(=O)N1CCC(NC(=O)C2CCCCC2)CC1	-29	4
CC(C)c1cccc(C(C)C)c1NC(=O)CCN1C(=O)NC2(CCCC2)C1=O	-11	6
CN(CC(=O)Nc1ccc(C(N)=O)cc1)CC(=O)Nc1ccccc1Br	8	-5
Cc1ccc(C(NC(=O)C2CCN(CCOc3ccccc3)CC2)c2ccccn2)cc1 (configuration not stated)	-17	36
O=C(Cc1cccs1)Nc1nnc(Cc2ccccc2)s1	4	0
CCOC(=O)N1CCC(N2C(=O)c3ccccc3C2Nc2cc(OC)c(OC)c(OC)c2)CC1 (configuration not stated)	2	15
CN(Cc1cccc(F)c1)C(=O)c1ccc(NS(=O)(=O)c2ccc3[nH]c(=O)[nH]c3c2)cc1	-18	-10
COc1cc(OC)c(C(=O)OCC(=O)Nc2cccc(S(=O)(=O)NC3=NCCCCC3)c2)cc1OC	-2	-6

Continued.
SMILES	H9c2 TAG inh	H9c2 TAG inh DAPI viability
CCCCN1CC2=C(C1=O)C(c1ccc(O)cc1)NC(=O)N2C (configuration not stated)	-1	0
COc1cc(-c2noc(C)c2C(=O)NCCc2ccccc2)cc(OC)c1OC	-9	1
Cc1ccc(CSCc2ccc(C(=O)NC3CCCC3)o2)cc1	-12	8
CCN(CC)S(=O)(=O)c1ccc(/C=C/C(=O)OCC(=O)c2c(N)n(C)c(=O)n(C)c2=O)cc1	-10	6
C=CCNC(=O)c1cc2sccc2n1C	14	4
O=C(Nc1ccc(N2CCOCC2)cc1)c1ccc(Cl)c(S(=O)(=O)N2CCCCC2)c1	-13	-10
Clc1ccc(OCc2noc(-c3ccsc3)n2)c(Cl)c1	-10	12
Cc1ccc(S(=O)(=O)N2CCOCC2)cc1NC(=O)COc1ccc(-c2nnco2)cc1	7	-7
Cc1ccc(N=Cc2ccc(N(C)C)cc2)cc1C	3	-3
O=C(NN=C1CCCCCC1)c1cc2ccccc2cc1O	11	3
O=C(NC1CC1)C1=C[C@H](c2ccccc2)C[C@H](OCc2ccc(CO)cc2)O1	-57	-10
CC1CN(C(=O)CCC(=O)NCCCN2C(C)CCCC2C)c2ccccc2O1 (configuration not stated)	6	5
O=C(NCCC1=CCCCC1)C1COc2ccccc2O1 (configuration not stated)	-18	-7
CCc1ccc(NC(=O)Nn2cnnc2)cc1	-1	8
Cc1ccc(C)c2[nH]c(=O)c(CN(Cc3ccco3)C(=O)Nc3ccccc3)cc12	4	9
C=CCN1C(=O)C(CC(=O)O)SC1=Nc1ccc(C(=O)O)cc1 (configuration not stated)	15	2
O=C1CCC(C(=O)N2CCCC(C(=O)c3ccc4ccccc4c3)C2)=NN1 (configuration not stated)	-8	1
O=C(Nc1ccc(Nc2ccccc2)cc1)c1cc([N+](=O)[O-])ccc1Cl	-2	-1
CC(NS(=O)(=O)c1ccc(Cl)c(Cl)c1)C(=O)OCC(=O)N1CCCCCC1 (configuration not stated)	-14	4
c1ccc(-c2csc3ncnc(NCCN4CCOCC4)c23)cc1	-35	11
Cc1cc(C)n(-c2nc3ccccc3c(=O)n2OCC(=O)OCc2ccccc2)n1	-10	3
Cc1cccc(Sc2nc(-c3ccccc3)ccc2C#N)c1	-14	-5
Cc1nn(C)cc1C(N)=O	6	-2
C[C@]12c3[nH]c4cc(-c5ccco5)ccc4c3CCN1C(=O)[C@@H](CC(=O)NCc1cccc(C(F)(F)F)c1)C[C@@H]2C(=O)N1CCCCC1	29	10
Cc1ccc(-c2csc(-c3c[nH]c4ccccc34)n2)c(C)c1	-18	0

3 entries already listed, arranged by formula weight, descending:
SMILES	H9c2 TAG inh	H9c2 TAG inh DAPI viability
O=C(Nc1ccc(N2CCOCC2)cc1)c1ccc(Cl)c(S(=O)(=O)N2CCCCC2)c1	-13	-10
O=C(Nc1ccc(Nc2ccccc2)cc1)c1cc([N+](=O)[O-])ccc1Cl	-2	-1
CCc1ccc(NC(=O)Nn2cnnc2)cc1	-1	8

Additional records.
SMILES	H9c2 TAG inh	H9c2 TAG inh DAPI viability
C=CCN1C(=O)c2ccc(C(=O)NCCOc3ccccc3F)cc2C1=O	6	0
CC(=O)N1CCN(CC(O)COc2ccc(S(=O)(=O)N3CCOCC3)cc2)CC1 (configuration not stated)	-10	103
O=C(NNC1=NC2(CCCC2)Cc2ccccc21)c1ccncc1	-2	2
Cc1cc(Cl)ccc1OCC(=O)NNC(=O)c1ccc(=O)[nH]c1	-3	7
O=C(O)COc1ccc(Br)cc1C(c1c(C(=O)O)[nH]c2ccccc12)c1c(C(=O)O)[nH]c2ccccc12	2	3
Nc1ccccc1C(=O)NCc1ccc(F)cc1	-5	14
CSc1nc2c(c(=O)n1C)SC(C)C2 (configuration not stated)	-9	4
O=C(Nc1ccccc1)c1cc(C2CCCN(C(=O)c3ccc4c(c3)CCO4)C2)on1 (configuration not stated)	33	-9
O=C(CSc1nc(=O)n(CCCN2CCOCC2)c2c1CCCC2)Nc1cccc(Cl)c1	7	9
C=CCN(CC(O)c1cccc([N+](=O)[O-])c1)C(C)CCc1ccccc1 (configuration not stated)	-36	16
NNC(=O)c1csc(-c2cccc(C(F)(F)F)c2)n1	2	3
CC(C)(C)NC(=O)COc1ccc(CNn2nnnc2N)cc1	-7	-3
Cc1ccc(OCCNC(=O)CNC(=O)c2ccccc2Cl)cc1	7	0
CCc1nn(-c2ccccc2)c(=S)c2ccccc12	2	3
COc1ccc(-c2nnc(SC(C)C(=O)Nc3c(C)n(C)n(-c4ccccc4)c3=O)o2)cc1 (configuration not stated)	16	10
CCOc1cccc(C(=O)Nc2ccc(N(CC)CC)cc2)c1	7	-1
COc1ccc(O)c(-c2cc(-c3cccc(Br)c3)n[nH]2)c1	-16	6
CCOC(=O)/C(C#N)=N/Nc1ccc(S(=O)(=O)N2CCc3ccccc32)cc1	-5	-8
O=C(CN1C(=O)CC(c2ccco2)Sc2ccccc21)NC1CCCCC1 (configuration not stated)	-1	-7
CCOc1cccc(C(=O)Nc2ccccc2OC(F)F)c1	-6	7
Cc1ccc([C@@H]2C[C@H]3[C@@H](CN2S(=O)(=O)c2ccc(Cl)cc2)C(=O)C[C@@H](c2ccc(Cl)cc2)N3S(=O)(=O)c2ccccc2C)cc1	7	-7
O=C(c1cccs1)N1C[C@@H](O)[C@H](n2cc(C3CC3)nn2)C[C@@H]1c1ccc(Cl)cc1	-4	9
COc1cccc(CNc2nc(NCc3ccccc3)nc3ccsc23)c1	-13	13
O=C1CCC(C(=O)Nc2ccccc2)N1 (configuration not stated)	0	4
COc1ccc(C(=O)NCCCNC(=O)c2ccccn2)cc1	-2	10

The list goes on:
SMILES	H9c2 TAG inh	H9c2 TAG inh DAPI viability
C=CCN(CC(=O)NC1CCS(=O)(=O)C1)S(=O)(=O)c1ccccc1C(F)(F)F (configuration not stated)	7	-5
O=C(NC1CC1)C1CCN(C2CCN(C(=O)c3ccc4cccc(F)c4n3)CC2)CC1	6	-9
Cc1nnc(C)n1/N=C/c1cccc([N+](=O)[O-])c1	3	1
CC(C)CC(=O)NS(=O)(=O)c1ccc(NS(C)(=O)=O)cc1	-8	-9
CC(=O)c1ccc(N2CCN(C(=S)Nc3ccc(Cl)c(Cl)c3)CC2)cc1	4	-10
Cc1cccn2c(=O)nc(SCC(=O)NCc3ccc(F)cc3)nc12	-1	5
CCN(CC)S(=O)(=O)c1ccc(N2CCOCC2)c(NC(=O)CNCCc2ccccc2)c1	11	-9
COc1ccc(NC(=S)NC2CC3CCC(C2)N3Cc2ccco2)cc1 (configuration not stated)	-6	2
Cc1ccc(-c2nc3sc(C#N)c(N)n3c(=O)c2C#N)cc1	21	-12

Filtered by structure: the compounds so far containing a Cl atom
SMILES	H9c2 TAG inh	H9c2 TAG inh DAPI viability
Cc1ccccc1C(=O)OC1OC(=O)C(Cl)=C1Nc1ccc(C(=O)O)cc1 (configuration not stated)	-31	-8
Cc1cc(NC(=O)CSCC(=O)N(C)Cc2c(F)cccc2Cl)no1	4	0
Cc1nonc1NC(=O)CSc1nnc(-c2ccoc2C)n1-c1cccc(Cl)c1	-10	0
Cc1cc(Cl)ccc1NC(=O)COC(=O)c1cc([N+](=O)[O-])ccc1N1CCOCC1	-66	4
COc1ccccc1S(=O)Cc1ccc(C(=O)NCCc2ccc(Cl)cc2)o1 (configuration not stated)	1	3
Cc1ccc([C@@H]2CC=C(C(=O)O)[C@H](c3cccc(Cl)c3)N2S(=O)(=O)c2ccccc2C)cc1	-1	10
O=C(Nc1ccc(N2CCOCC2)cc1)c1ccc(Cl)c(S(=O)(=O)N2CCCCC2)c1	-13	-10
Clc1ccc(OCc2noc(-c3ccsc3)n2)c(Cl)c1	-10	12
O=C(Nc1ccc(Nc2ccccc2)cc1)c1cc([N+](=O)[O-])ccc1Cl	-2	-1
CC(NS(=O)(=O)c1ccc(Cl)c(Cl)c1)C(=O)OCC(=O)N1CCCCCC1 (configuration not stated)	-14	4
Cc1cc(Cl)ccc1OCC(=O)NNC(=O)c1ccc(=O)[nH]c1	-3	7
O=C(CSc1nc(=O)n(CCCN2CCOCC2)c2c1CCCC2)Nc1cccc(Cl)c1	7	9
Cc1ccc(OCCNC(=O)CNC(=O)c2ccccc2Cl)cc1	7	0
Cc1ccc([C@@H]2C[C@H]3[C@@H](CN2S(=O)(=O)c2ccc(Cl)cc2)C(=O)C[C@@H](c2ccc(Cl)cc2)N3S(=O)(=O)c2ccccc2C)cc1	7	-7
O=C(c1cccs1)N1C[C@@H](O)[C@H](n2cc(C3CC3)nn2)C[C@@H]1c1ccc(Cl)cc1	-4	9
CC(=O)c1ccc(N2CCN(C(=S)Nc3ccc(Cl)c(Cl)c3)CC2)cc1	4	-10

Not all compounds are listed (hit frequency here may not be typical).
